Screening results from PubChem.
RmlCD inh mix = RmlC/RmlD inhibition, mixture screen | 110,000 tested, 0.39% active | AID 1532 | inhibition, % at 5.5 µM | RmlC/RmlD coupled enzyme inhibition, 384-well mixture HTS; in the data active = inhibition above about 30%, passing the limit was not always enough; note: strong numbers were not always called active
RT RNaseH block = inhibitors of HIV-1 reverse transcriptase RNase H; 65,000 tested, 1.9% active; AID 565; inhibition, % at 10 µM; P04585; RT-RNase H RNA/DNA duplex cleavage, fluorescence; in the data active = inhibition above about 50%
* marks the source's active call; other numbers are inactive results; / = no result given. The list is partial; count on the stated rates, not on these rows.

SMILES	RmlCD inh mix	RT RNaseH block
COc1cc(C(=O)NCCC(=O)NCc2ccc3c(c2)OCO3)cc(OC)c1OC	-5	4
O=c1oc2ccccc2c(N2CCCC2)c1CN1CCCC1	6	/
O=C(NCc1ccco1)c1cc2n(n1)C(C(F)(F)F)CC(c1ccc(Br)cc1)N2 (centres undefined)	-28	14
Cc1ccc(-c2nc(N)n(C(=O)Cc3ccccc3)n2)cc1	/	-7
CCN(CC)CCNC(=O)C12CC3CC(C)(CC(C)(C3)C1)C2	-7	/
O=C(O)CN1C(=O)CCS(=O)c2ccccc21 (centres undefined)	5	-7
CC(=O)NN1C(=O)/C(=C/c2ccc(Br)o2)SC1=S	6	/
CN(CCc1ccccn1)c1ncnc2[nH]ncc12	5	-7
CC1CCN(c2ncnc3ccccc23)CC1	-15	/
CC(C)(C)OC(=O)NCC(=O)NCC(=O)OCc1ccccc1	1	-3
O=C1CCSc2cccc3cccc(c23)N1	1	-20
Cc1ccc(NC(=O)c2ccc(OC(=O)CCN3C(=O)c4ccccc4C3=O)cc2)cc1	-1	/
Cc1oc2nc(SCC(=O)NC3CCCCC3)nc(N)c2c1C	7	-39
Cc1ccc(-c2nn(C)c(=O)c3ccccc23)cc1CNC(=O)c1ccco1	-10	-34
O=C1OCCN1C(=O)[C@H]1[C@H](c2ccc(F)cc2)C(c2ccc(F)cc2)=NN1c1ccccc1	-53	/

Brought forward from above: six entries, then new ones.
SMILES	RmlCD inh mix	RT RNaseH block
CC(C)(C)OC(=O)NCC(=O)NCC(=O)OCc1ccccc1	1	-3
O=C1CCSc2cccc3cccc(c23)N1	1	-20
Cc1ccc(NC(=O)c2ccc(OC(=O)CCN3C(=O)c4ccccc4C3=O)cc2)cc1	-1	/
Cc1oc2nc(SCC(=O)NC3CCCCC3)nc(N)c2c1C	7	-39
Cc1ccc(-c2nn(C)c(=O)c3ccccc23)cc1CNC(=O)c1ccco1	-10	-34
O=C1OCCN1C(=O)[C@H]1[C@H](c2ccc(F)cc2)C(c2ccc(F)cc2)=NN1c1ccccc1	-53	/
CCC(=O)O[C@@H]1CC(=O)O[C@H](C)CC=CC=C[C@@H](O)[C@H](C)C[C@H](CC=O)[C@H](O[C@H]2O[C@H](C)[C@@H](O[C@H]3C[C@@](C)(O)[C@@H](OC(=O)CC)[C@H](C)O3)[C@H](N(C)C)[C@H]2O)[C@H]1OC	4	12
Cn1cccc1/C=C1\CCC/C(=C\c2cccn2C)C1=O	-7	/
CCOc1ccc(CNc2ccc(N3CCOCC3)c(C(=O)O)c2)cc1	-5	/
COC/C=C/C1=CC2=CC(=O)C(C)(OC(=O)c3cnc4ccccc4n3)C(=O)C2=CN1CCCCO (centres undefined)	4	/
Brc1ccc(/C=N/N2CCN(C3c4ccccc4-c4ccccc43)CC2)s1	6	/
CN(C)[C@@H]1C(=O)C(C(N)=O)=C(O)[C@@]2(O)C(=O)C3=C(O)c4c(O)cccc4[C@@](C)(O)[C@H]3[C@H](O)[C@@H]12	-2	32
CCC(C)NC(=O)c1cc(CC(C)C)on1 (centres undefined)	14	-4
c1ccc(C2Nc3ccccc3-c3nc4ccccc4n32)nc1 (centres undefined)	13	5
CCn1ncc(C2=NOC(C(=O)Nc3ccc4c(c3)OCO4)C2)c1C (centres undefined)	5	-5
CCOC(=O)N1CCC2(CC1)C(C#N)=C(N)Oc1c2sc2nc(C)cc(C)c12	4	-15
CCC(C)N(C(=O)C(F)(F)F)C(C(=O)NC1CCCCC1)c1ccncc1 (centres undefined)	-1	/
Cc1cc(C)n2nc(C(=O)NCc3ccccc3)nc2n1	-7	/
CCOC(=O)C1=C(NC#N)OC(C)=C(C)C1c1ccc(O)cc1 (centres undefined)	-2	-13
CCOc1ccccc1NC(=O)C(CC(C)C)NC(=O)C1CCC(C)CC1 (centres undefined)	8	/
COC(=O)c1c(N)sc(C(=O)N2CCOCC2)c1C	11	0
CCOc1cc2c(C#N)c(N(CC)CC)nc(N)c2c(N)n1	-3	/
Cc1ccc(-c2nc(C)sc2CC(=O)NCc2ccco2)cc1	-16	12
CCCc1nc(SCC(N)=O)[nH]c(=O)c1CC	-5	-7
CN1C(C(=O)NCc2ccc(OC(F)(F)F)cc2)CC2Cn3c(nc4cc5ccccc5cc43)C21 (centres undefined)	-11	/
COc1ccc(OC)c(NC(=O)CSc2nnc(N)s2)c1	10	1
Cc1cccc(CSC2=NN3CCCC(=O)N=C3S2)c1	-3	/
COc1ccccc1NC(=O)[C@H](COCc1ccccc1)NC(=O)OC(C)(C)C	7	/
Cc1nc(NC(=O)c2ccc(Br)s2)sc1C(=O)N(C)C	-64	-3
O=C(NC(Cc1ccccc1)C(=O)O)c1ccc(S(=O)(=O)N2CCOCC2)cc1 (centres undefined)	-11	-1
COc1ccc(N2CCN(C(=O)c3ccc(Oc4ccc(C(F)(F)F)cn4)cc3)CC2)cc1	7	/
Cc1ccccc1NC(=O)Nc1cc(S(N)(=O)=O)ccc1C	-7	/
CCCCNc1c2c(nc3c(-c4ccccc4)c(C)nn13)CCC2	-7	/
O=C(NCc1cccnc1)c1noc2c1CCCC2	7	-4
COCCCNC(=O)Cn1nnc(-c2ccc(NC(=O)c3ccc(F)cc3)cc2)n1	8	1
CCc1nc(N[C@H](C(=O)O)C(C)CC)c2oc3ccccc3c2n1 (some centres undefined)	4	/

Single values from the entries so far.
Entry for Cn1cccc1/C=C1\CCC/C(=C\c2cccn2C)C1=O in RmlCD inh mix: -7
Entry for CCC(C)N(C(=O)C(F)(F)F)C(C(=O)NC1CCCCC1)c1ccncc1 (centres undefined) in RmlCD inh mix: -1

Remaining list, next part.
SMILES	RmlCD inh mix	RT RNaseH block
Cc1nc2cc(S(=O)(=O)C(F)(F)F)ccc2s1	-89	-6
O=C(/C=C/c1ccccc1)N1CCN(c2ccccn2)CC1	-3	/
Nc1c(C(=O)NCc2ccc(F)cc2)c2nc3ccccc3nc2n1CCCN1CCOCC1	-75	/
Cc1cnc(NC(=O)CN2C(=O)C3CC=CCC3C2=O)s1 (centres undefined)	-16	3
COC(=O)CNc1nc(OC)nc(N(C)C)n1	-11	-4
Cc1nn(C)cc1CNC(=O)c1cc2n(n1)C(C(F)(F)F)CC(c1cccs1)N2 (centres undefined)	-26	4
C/C(=N\NC(=O)C1CCCN(S(=O)(=O)c2ccccc2)C1)c1ccccn1 (centres undefined)	1	/
COc1ccc2c(c1)c(CCN1C(=O)c3ccccc3C1=O)cn2C(=O)c1ccco1	11	-9
CC1=C(C(=O)Nc2ccccc2)C(c2ccc(C)o2)N2C(=O)CSC2=N1 (centres undefined)	-7	-1
CCOC(=O)c1[nH]c2ccc(OC)cc2c1NC(=O)c1ccc2c(c1)OCO2	-1	-5
CN(C1=NC(=O)C(CC(=O)Nc2ccc(Br)cc2)S1)c1ccc(O)cc1 (centres undefined)	-10	3
CCC(=O)Nc1ccc(NC(=O)c2ccc3c(c2)OCO3)cc1	-9	/
CCC(C)(C)NC(=O)CN(C(=O)CNS(=O)(=O)c1ccccc1)c1ccccc1	-5	3
C=C(CC1CC(O)[C@]2(C)OC3CC4OC5C[C@]6(C)O[C@]7(C)CCC8OC9C[C@]%10(C)OC%11C(C)=CC(=O)OC%11CC%10OC9C[C@@H](C)C8OC7CC6O[C@]5(C)C/C=C\C4OC3CC2O1)C(=O)O (some centres undefined)	-13	/
COc1ccc(OC)c(C(=O)c2ccc(C(=O)N3CCCCC3)cc2)c1	-27	1

Gathered by group: the entries above with two or more sulfur atoms (five)
SMILES	RmlCD inh mix	RT RNaseH block
CC(=O)NN1C(=O)/C(=C/c2ccc(Br)o2)SC1=S	6	/
COc1ccc(OC)c(NC(=O)CSc2nnc(N)s2)c1	10	1
Cc1cccc(CSC2=NN3CCCC(=O)N=C3S2)c1	-3	/
Cc1nc(NC(=O)c2ccc(Br)s2)sc1C(=O)N(C)C	-64	-3
Cc1nc2cc(S(=O)(=O)C(F)(F)F)ccc2s1	-89	-6

Continuation:
SMILES	RmlCD inh mix	RT RNaseH block
CCCCOc1ccc(-c2nnn(CC(=O)c3c[nH]c4ccccc34)n2)cc1	-7	/
O=c1[nH]c(=O)n(C2CCCCC2)c(O)c1C1NCCc2ccccc21 (centres undefined)	1	-5
Cc1oc(-c2ccc(Cl)cc2)nc1CS(=O)CC(=O)NCCCN(C)C1CCCCC1 (centres undefined)	7	6
O=C(NC1CCCCCCC1)c1cnccn1	-8	24
Cc1cc(C(=O)NCc2ccccc2Br)no1	-8	1
N#CC1=C(N)S[C@@H](C(=O)c2ccc(F)cc2)[C@@H]1c1cccs1	-9	/
COc1ccccc1NC(=O)CSc1nnnn1Cc1ccccc1	5	-92
O=C(c1ccccc1)N1CCN(CC(O)COCC2CC=CCC2)CC1 (centres undefined)	13	-5
CCN1C(=S)SC(=O)C1=C1C=C(C)N(CCOC)C(C)=C1	/	10
O=C(CSc1nnc(-c2ccco2)n1-c1ccccc1)N1CCOCC1	-4	-20
O=C(O)Cn1nc(-c2ccccc2)c2ccccc2c1=O	-9	-5
O=C(NCc1ccc2c(c1)OCO2)c1ccc(=O)[nH]c1	-10	/
CCOC(=O)N1CCN(CC(=O)Nc2cc3c(cc2C(C)=O)OCO3)CC1	9	-12
CCOC(=O)c1nc(N)c(C(=O)OCC)[nH]1	11	-6
Cc1cc(C)n(C/C=C/Cn2nc(C)cc2C)n1	7	2
O=C(NCCCc1ccccc1)c1ccc(Br)o1	-8	-13
COC(=O)Nc1ccc(OC)c(OC)c1	-1	-3
CCC(C)(C)n1nnnc1C(c1ccccc1F)N1CCC(C(N)=O)CC1 (centres undefined)	5	-8
Cc1ccccc1-n1c(-c2ccncc2)n[nH]c1=S	8	0
COC(=O)c1cc(=O)n(Cc2ccco2)c(=Nc2ccc(F)c(Cl)c2)s1	-12	-12
O=C(Nn1cnnc1)c1ccncc1	-5	9
O=C(Nc1ccc2c(c1)CCC2)c1cnccn1	4	-9
O=C(N1CCOCC1)N1CCC(NC(=O)C23CC4CC(CC(C4)C2)C3)CC1	2	-4
COc1ccc(C2/C=C\CN(CC(C)(C)C)CC(=O)N2Cc2ccc(F)cc2)cc1 (centres undefined)	5	/
COc1ccccc1Oc1c(C)oc2c(CN3CCN(CCO)CC3)c(O)ccc2c1=O	/	-2
S=C(NCc1ccccn1)Nc1ccc(Cl)cc1	-14	/
CC(C)CNC(=O)c1cccc(C(=O)NCC(C)C)c1	7	-5
CC(C)NC(=O)c1ccccc1-c1ccccc1	-3	/
Cc1ccc(-n2nnc3c(SCC(=O)N4CCN(c5ccccc5)CC4)ncnc32)cc1	/	2
C=CCn1c(SCCC#N)nnc1-c1ccncc1	11	-2

Single records, as listed above. Values in the order: RmlCD inh mix, RT RNaseH block
Shown for Cc1ccccc1-n1c(-c2ccncc2)n[nH]c1=S → 8, 0
Shown for CCC(C)(C)n1nnnc1C(c1ccccc1F)N1CCC(C(N)=O)CC1 (centres undefined) → 5, -8
Shown for C=CCn1c(SCCC#N)nnc1-c1ccncc1 → 11, -2
Shown for S=C(NCc1ccccn1)Nc1ccc(Cl)cc1 → -14, /
Shown for COc1ccccc1Oc1c(C)oc2c(CN3CCN(CCO)CC3)c(O)ccc2c1=O → /, -2

The list goes on.
SMILES	RmlCD inh mix	RT RNaseH block
c1ccc(N2CCN(c3cnccn3)CC2)nc1	-8	-4
Cc1ccc2[nH]c(-c3ccccc3)c(CN3CCN(C)CC3)c(=O)c2c1	7	-2
COc1ccc(C2SCC(=O)N2c2c(C)n(C)n(-c3ccccc3)c2=O)c(OC)c1 (centres undefined)	9	1
Nc1cc(=O)[nH]c(SCC(=O)NCC2CCCO2)n1 (centres undefined)	-4	-5
CCCCNC(=O)CS(=O)Cc1nc(-c2cccc(C)c2)oc1C (centres undefined)	-4	-5
N#CCCN(C(=O)COC(=O)c1ccc2c(c1)NC(=O)CS2)c1ccc2c(c1)OCCO2	16	2
CS(=O)(=O)N(Cc1ccc(Cl)cc1)c1ccc(C(=O)Nc2cccnc2)cc1	3	/
CCCCCc1cc(=O)oc2c(C(CCN3CCCCC3)c3ccc4c(c3)OCO4)c(OC)cc(OC)c12 (centres undefined)	3	/
COc1ccc(Cl)cc1C(=O)NCC(C)C	3	-16
C#CCSc1nnc(CSc2nc3ccccc3s2)n1-c1ccccc1	-9	/
COc1cc2nc3occc3c(OC)c2cc1OC	-11	/
O=C(CSc1ncnc2nc[nH]c12)c1ccc2ccccc2c1	-13	/
CCC1Oc2ccccc2N(CC(=O)Nc2ccc(OC)cc2OC)C1=O (centres undefined)	2	-8
CC1Cc2ccccc2N1C(=O)CCS(=O)(=O)c1cccs1 (centres undefined)	0	-11
O=C1NCC(COCC2CC=CCC2)O1 (centres undefined)	-13	-5
CC(C)(C)NC[C@H](O)COc1nsnc1N1CCOCC1	3	-5
COc1ccc(OC)c(C2C(C(=O)Nc3ccccc3OC)=C(C)Nc3nc(CCCO)nn32)c1 (centres undefined)	-10	-9
COC(=O)CCC(=O)OC1(C)C(=O)C=C2C=C(C3CC3)N(CCc3c[nH]c4ccccc34)C=C2C1=O (centres undefined)	15	/
CCSC1=NC2(CCCCC2)Nc2sc3c(c21)CCCC3	8	/
O=c1[nH]n(CC2COC3(CCCCC3)O2)c(=O)c2ccccc12 (centres undefined)	7	-8
O=C(O)C1CCCN(S(=O)(=O)c2ccc(Cl)s2)C1 (centres undefined)	-7	-4
COc1ccc(C2C3=C(N=C4SCC(=O)N42)c2ccccc2CC3)cc1OC (centres undefined)	4	0
COC(=O)C1C(=O)N2CCCSC2=C(C#N)C1c1cccs1 (centres undefined)	-6	0
CC1Oc2cc3oc4c(O)c5c(cc4c(=O)c3c(O)c2C1(C)C)C=CC(C)(C)O5 (centres undefined)	-9	/
COC(=O)CSc1nnc(-c2ccccc2OC)n1-c1ccc(C)cc1	-6	/
CCOC(=O)C(Cc1cc(C(C)=O)ccc1OC(C)C)C(=O)OCC	-1	7
Cc1ccc(C(O)(COC(=O)C(C)C)COC(=O)C(C)C)c(O)c1	0	/
CS(=O)(=O)N(Cc1ccccc1)c1ccccc1C(=O)Nc1ccccc1C(=O)NCc1ccco1	10	/
CC(C)NC(=O)/C(=C/c1ccco1)c1ccccc1	7	/
O=C(CN(c1ccccc1)S(=O)(=O)c1ccccc1)N1CCN(Cc2ccc3c(c2)OCO3)CC1	-10	1
